# High-throughput results deposited in PubChem BioAssay by National Center for Advancing Translational Sciences (NCATS).
# LMNA splice mod = modulators of lamin A splicing | Potency, µM (top dose mostly 46.1 µM), inactives show top-dose ratio change, negative = inhibition, hits mostly inhibitors | actives 0.01% (n = 200,000) | HeLa LMNA splicing GFP/RFP minigene ratio, 48 h; active = well fitted inhibition curve with a large enough effect in the signal ratio, with a control signal flat, not every such curve was filed as active; inconclusive = small, poorly fitted or top-dose-only effect, or effect the other way, or a change in a side signal; the % refers to the signal ratio; note: potency is the fitted concentration of half-maximal effect; % is set by controls: 0 for no effect and ±100 for the full control effect
#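 Read-out is the ratio of GFP to DsRed2 object intensity, acquired by 488 nm laser-scanning cytometry on HeLa lamin A-EGFP minigene reporter cells. Compound incubation 48 hrs at 37 °C in Opti-MEM with 2% FBS; DMSO 0.5% final.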
# Epigenetic reg = epigenetic control regulation, reporter derepression | actives 0.2% (n = 280,000) | murine LDR cells, GFP reporter derepression, 30 h | AID 1865 | Potency, µM (series often up to 53.9 µM), for the others: at the highest dose GFP activation, most hits filed as activators; note: potency is the fitted concentration of half-maximal effect; % of control where 0% means no effect; nearly all actives have a fitted effect of over 60% in size
#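 Readout is the number of GFP-expressing murine LDR cells, counted by cytometry following washing. Cells were treated with compound for 30 h at 37 C; the stably integrated CMV-GFP locus is normally silent.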
# IMPase Li inh = cell-permeable IMPase inhibitors with lithium potentiation; CHO-M1 cells, IP1 TR-FRET (IP-One), carbachol + lithium; Potency, µM (doses to about 59.4 µM), for inactives: at the highest dose activity, negative = IMPase inhibition, usual class: inhibitors; actives 0.35% (n = 210,000); AID 1457;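 note: IP1 builds up when IMPase is blocked and the TR-FRET signal falls; potency is the fitted concentration of half-maximal effect; plate controls were basal vehicle for no effect and high inhibitor control for full effect; nearly all actives have a fitted effect of over 50% in size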
#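 Steps: plate 2000 CHO-M1 cells per well and culture 16–30 h; add compound and lithium; incubate 30 min, 37C; add d2-IP1 tracer and Eu cryptate anti-IP1 antibody in lysis buffer; read after 10 min at room temperature.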
# aGal spleen mod = inhibitors or activators of human alpha-galactosidase in spleen homogenate; P06280; human spleen homogenate, 4MU-alpha-Gal fluorescence, 40 min; Potency, µM (highest dose often 80 µM), for the others: at the highest dose activity change, negative = inhibition, hits mostly inhibitors; actives 0.008% (n = 240,000); AID 2107;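 note: potency is the fitted concentration of half-maximal effect; 0% = enzyme with vehicle and -100% = no enzyme basal signal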
# Target sequence (P06280 32-429 limits assumed): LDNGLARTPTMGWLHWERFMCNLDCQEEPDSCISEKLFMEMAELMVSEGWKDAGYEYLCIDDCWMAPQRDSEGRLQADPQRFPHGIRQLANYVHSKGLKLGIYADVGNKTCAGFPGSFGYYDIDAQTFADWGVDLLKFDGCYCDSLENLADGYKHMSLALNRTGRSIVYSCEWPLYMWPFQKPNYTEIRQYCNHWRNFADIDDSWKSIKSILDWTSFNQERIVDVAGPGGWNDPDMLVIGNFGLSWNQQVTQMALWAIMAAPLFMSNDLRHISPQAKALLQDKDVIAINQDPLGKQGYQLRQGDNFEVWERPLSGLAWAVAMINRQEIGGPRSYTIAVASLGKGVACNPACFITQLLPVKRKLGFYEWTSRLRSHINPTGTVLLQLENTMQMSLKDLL
#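 Fluorogenic readout (Ex 365/Em 440 nm) of 4-methylumbelliferone released from 1 mM 4-MU-alpha-galactoside by spleen homogenate, 40 min at 37C, pH 5.0. Data normalized to no-enzyme and enzyme controls; Hill-equation AC50 from compound titrations.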
# NPSR antag = neuropeptide S receptor (human) antagonism, cAMP; CHO-NPSR cells, cAMP TR-FRET, antagonist mode; actives 1% (n = 220,000); Q6W5P4; Potency, µM (doses to about 38.3 µM), without a hit: at the highest dose activity change, negative = inhibition, hits mostly inhibitors; note: potency is the fitted concentration of half-maximal effect; % is set by controls: 0 for no effect and ±100 for the full control effect; nearly all actives have a fitted effect of over 50% in size; many of its hits are not listed in these tables
# Luc counter = Kinase-Glo luciferase inhibition (counter-screen) | actives 0.28% (n = 200,000) | Potency, µM (doses to about 38.3 µM), for inactives: at the top dose activity change, negative = inhibition, usual class: inhibitors | Q27757 | Kinase-Glo luciferase, ATP luminescence, 8 min; note: potency is the fitted concentration of half-maximal effect; % is set by controls: 0 for no effect and ±100 for the full control effect; nearly all actives have a fitted effect of over 60% in size
#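 Compounds were added to a substrate mix at pH 7.2 (50 mM imidazole, 10 uM ATP, within the enzyme's linear range), followed by Kinase-Glo detection reagent; luminescence was measured after 8 minutes at ambient temperature.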
# CBFb-RUNX1 inh = blocks binding between human CBF-beta and RUNX1 | AlphaScreen CBFb-His/RUNX1-biotin binding, biochemical | AID 1477 | 230,000 tested, under 10 active | Potency, µM (series often up to 59.8 µM), for the others: top-dose activity, negative = inhibition, most hits filed as inhibitors; note: % of control where 0% means no effect
# Target sequence (Q01196 whole entry, looked up): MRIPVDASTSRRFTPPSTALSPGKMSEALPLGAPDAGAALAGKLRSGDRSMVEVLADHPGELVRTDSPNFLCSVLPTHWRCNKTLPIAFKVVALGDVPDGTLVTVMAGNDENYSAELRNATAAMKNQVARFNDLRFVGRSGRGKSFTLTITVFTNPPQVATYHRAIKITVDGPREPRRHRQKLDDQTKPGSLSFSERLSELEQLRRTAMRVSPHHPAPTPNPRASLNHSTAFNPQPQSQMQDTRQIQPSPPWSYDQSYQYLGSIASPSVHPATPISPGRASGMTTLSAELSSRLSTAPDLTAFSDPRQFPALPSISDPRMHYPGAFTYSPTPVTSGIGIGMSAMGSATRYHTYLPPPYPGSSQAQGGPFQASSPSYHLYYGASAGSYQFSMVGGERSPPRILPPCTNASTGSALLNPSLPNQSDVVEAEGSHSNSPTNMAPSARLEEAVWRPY
# Target sequence (Q13951 whole entry, looked up): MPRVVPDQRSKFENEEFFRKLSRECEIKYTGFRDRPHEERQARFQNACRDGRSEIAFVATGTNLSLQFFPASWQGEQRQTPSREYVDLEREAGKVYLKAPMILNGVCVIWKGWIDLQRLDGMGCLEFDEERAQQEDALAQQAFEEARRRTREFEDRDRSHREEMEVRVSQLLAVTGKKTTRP
#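 Interaction loss through any mechanism counts as activity. Pre-formed complex of His-CBF-beta and biotin-RUNX1 (30 nM apiece) is incubated with compound 15 min, then with 50 ng nickel and 50 ng streptavidin beads for 90 min before AlphaScreen detection.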
# * hit, by the source's call; ? = inconclusive; nt = not tested or not shown; & = joins results of further samples; [ ] = dose if it differs, or a comment. Unless noted, calls come from the whole dose curve; as a rule, active = well fitted curve in the direction sought with a large enough effect; inconclusive = small, poorly fitted or top-dose-only effect, or another doubt; inactive = no such curve, though single readings can be large; an effect the other way counts as inactive or inconclusive. A portion of the library (hit frequency here may not be typical).
SMILES	LMNA splice mod	Epigenetic reg	IMPase Li inh	aGal spleen mod	NPSR antag	Luc counter	CBFb-RUNX1 inh
NC(N)=NC(N)=Nc1cccc(Cl)c1	?	-0.2%&0.0%&6.4%&-2.2%	-6%&36%&12%	11%&6%&4%&-7%	7%[46.1 µM]	-3%&-4%	-3%
COc1ccccc1CN(CC(=O)NCc1ccco1)C(=O)CNS(=O)(=O)c1ccccc1	-9%	0.0%	-3%[38.3 µM]	-14%	-10%[46.1 µM]	0%	6%
N#Cc1ccc(N2CCOCC2)c([N+](=O)[O-])c1	-8%[46 µM]	2.8%	1%	2%	12%	0%	-7%
CC(C)C(=O)NC(c1cccs1)c1cc([N+](=O)[O-])c2cccnc2c1O (stereo not given)	?	?	3%	-2%	-11%	3%	-10%
Cc1cccc(CC(Cc2nc3ccccc3[nH]2)c2nc3ccccc3[nH]2)c1 (stereo not given)	-13%	-3.4%	15%	-12%	-24%[46.1 µM]	2%	-13%
Cc1ccccc1-n1ncc(C(C)NC(=O)c2ccccc2)c1C (stereo not given)	nt	1.6%	27%	2%	9%	0%	-2%
CCn1ncc(CN2CCCC(C(=O)c3cccc(OC(C)C)c3)C2)c1C (stereo not given)	nt	1.3%	nt	-7%	1%	nt	1%
CCOC(=O)c1c(C)nc2c(c1-c1ccc(OC)cc1)C(=O)CC(C)(C)C2	5%	5.3%	15%[38.3 µM]	7%	-10%[46.1 µM]	4%	4%
Cc1cccc(N=C2NC(=O)CS2)c1C	-7%	-7.0%	-2%	-7%	-4%[46.1 µM]	0%	5%
COc1cc(/C=N/NC(=O)c2ccc(N(C)S(=O)(=O)c3ccccc3)cc2)cc(OC)c1OC	?	-3.2%	1%	3%	-1%	0%	10%
C=CC(N)CCC(=O)O (stereo not given)	-4%&-25%&-8%	-1.2%&0.0%&-1.4%	6%&-12%&-6%	-8%&8%&-2%	-13%[46.1 µM]	-7%&1%	1%&27%
Cc1ccc2nsnc2c1S(=O)(=O)NCc1cccnc1	-7%	0.0%	33%[38.3 µM]	1%	-11%[46.1 µM]	-1%	0%
S=c1[nH]c(-c2ccccc2)cn1/N=C/c1ccccc1Br	-14%[46 µM]	?	3%	3%	-49%	1%	-19%
CCN1CCN(CCCOc2ccc(Cl)cc2Br)CC1	nt	0.0%	9%	-12%	11%	-4%	-1%
CCCCCNc1nc(N2CCCC2)c2c(c1C#N)CCN(C)C2	?	-7.2%	nt	-3%	-18%[46.1 µM]	nt	-2%

# Of the compounds above, these contain a Cl atom:
SMILES	LMNA splice mod	Epigenetic reg	IMPase Li inh	aGal spleen mod	NPSR antag	Luc counter	CBFb-RUNX1 inh
NC(N)=NC(N)=Nc1cccc(Cl)c1	?	-0.2%&0.0%&6.4%&-2.2%	-6%&36%&12%	11%&6%&4%&-7%	7%[46.1 µM]	-3%&-4%	-3%
CCN1CCN(CCCOc2ccc(Cl)cc2Br)CC1	nt	0.0%	9%	-12%	11%	-4%	-1%

# Remaining list, next part:
SMILES	LMNA splice mod	Epigenetic reg	IMPase Li inh	aGal spleen mod	NPSR antag	Luc counter	CBFb-RUNX1 inh
CC(C)C(OC(=O)CN1C(=O)COc2ccccc21)C(=O)NC1CCCC1 (stereo not given)	0%	-1.1%	19%[38.3 µM]	-4%	-10%[46.1 µM]	-1%	3%
O=C(N/C(=C/c1cn(-c2ccccc2)nc1-c1ccccc1)C(=O)N1CCOCC1)c1ccc(Cl)cc1Cl	-11%	-0.3%	-6%	1%	7%	-4%	-5%
COc1ccc(C2CC(=O)C(C=NCCN3CCN(C(C)=O)CC3)=C(O)C2)cc1 (stereo not given)	-2%	-1.0%	9%	3%	2%[46.1 µM]	1%	1%
Cc1ccc(-n2nc(C)c3c(-c4cccs4)c(C#N)c(N)nc32)cc1	4%	9.8%	?	13%	?	10%	?
COc1cccc(/C=N/NC(=O)CNC(=O)COc2cccc(C)c2)c1O	nt	-5.9%	nt	10%	52%	nt	-6%
C=CCNC(=O)c1cc2c(=O)c3ccccc3oc2nc1C	nt	0.3%[10.1 µM]	-2%	7%	7%	-4%	3%
Nc1cc(Cl)c(N)cc1Cl	-29%	0.2%	-3%[38.3 µM]	-1%	-23%[46.1 µM]	0%	-4%
CC(=O)Oc1cc2oc(=O)cc(C)c2cc1OC(C)=O	?	4.6%	8%[38.3 µM]	?	0%[46.1 µM]	3%	-8%
CCc1c(C)[nH]c2nc3ccccc3n2c1=O	7%	1.4%	31%[38.3 µM]	4%	3%[46.1 µM]	-3%	-5%
CC1(C)CC(=O)C2=C(C1)N(c1cccc(Cl)c1)C(=O)NC2(C(F)(F)F)C(F)(F)F	2%	-3.0%	-6%	-11%	-5%	-5%	-17%
Cc1cccc(NC(=S)NC(=O)CC2CC(C)(C)OC2=O)c1 (stereo not given)	0%[46 µM]	0.1%	-1%	-5%	-14%	0%	4%
O=C(Nc1ccnc(-c2ccncc2)n1)c1ccc(Cl)cc1	nt	-1.3%	-1%	-19%	12%	2%	-1%
O=C(CCCCCNc1nc(=S)[nH]c2ccccc12)NCCC1=CCCCC1	27%[46 µM]	-1.4%	8%	3%	-48%	-1%	9%
CC(C)(C)OC(=O)NC(CCCCNC=O)C(=O)O (stereo not given)	4%	0.9%	24%[38.3 µM]	4%	1%[46.1 µM]	-3%	-3%
O=C1c2cccc([N+](=O)[O-])c2C(=O)N1c1cccnc1	-3%[46 µM]	-0.1%	11%	3%	7%	-1%	0%
CCCCCCCC1=CC2=CC(=O)C(C)(OC(C)=O)C(=O)C2=CN1CCc1ccccc1 (stereo not given)	?	0.0%[10.1 µM]	11%	0%[17.5 µM]	-12%	-2%	14%[13.1 µM]
Cc1ccsc1C1C(C#N)=C(N)N(N(C)C)C2=C1C(=O)CC(C)(C)C2 (stereo not given)	-3%[46 µM]	1.1%	6%	3%	-14%	3%	7%
O=C(OCC(=O)N1CCCCC1)c1ccccc1SCC(=O)N1CCCCC1	nt	-1.7%	2%	-5%	0%	-4%	1%
O=C(CCC(=O)c1cccs1)NCC(=O)Nc1ccc(F)c(F)c1F	-7%	0.6%	1%	-6%	21%	1%	16%
COc1ccc(OCC(=O)Nc2ccccc2OC)cc1	4%	-4.3%	6%[38.3 µM]	10%	-4%[46.1 µM]	-6%	-4%
CC(=O)Nc1c(NC(C)C)c2ccccc2oc1=O	1%	0.0%	7%[38.3 µM]	9%	-5%[46.1 µM]	0%	3%
C=CCN(C(=O)Cn1ncc2c1-c1cc(C)ccc1OC2)c1ccccc1	-4%	-0.8%	29%[38.3 µM]	3%	-17%[46.1 µM]	-1%	5%
CC1CCN(C(=O)COC(=O)c2ccc(Br)o2)CC1	-1%	1.2%	2%[38.3 µM]	0%	-9%[46.1 µM]	-1%	0%
COc1ccc(C(=O)Nc2ccc(-c3ccc(C)o3)cc2)cc1S(=O)(=O)N1CCOCC1	?	-1.0%	42%[activator][38.3 µM]	-1%	?	1%	-1%
O=C(O)c1cc2ccccc2c(Cc2cc3ccccc3c(C(=O)O)c2O)c1O (tested in a mixture with another compound)	10%	2.7%[16.9 µM]	-6%	4%[29.1 µM]	nt	0%[17.1 µM]	-9%[21.7 µM]
Cc1cc(NC(=O)CN(C)S(=O)(=O)c2cccc(Cl)c2)no1	nt	0.9%	7%	-2%	8%	3%	17%
O=C(CCC1CCCN(C(=O)c2cccs2)C1)N1CCN(c2ccccn2)CC1 (stereo not given)	11%[46 µM]	1.1%	5%	1%	-1%	0%	4%
O=C(NCC1CCCO1)c1onc(CSc2ccc(F)c(F)c2)c1C(=O)O (stereo not given)	28%[0.0737 µM]	-0.9%	-1%[38.3 µM]	-7%	-3%[46.1 µM]	-2%	0%
S=C1NC(c2ccccc2)=NCN1c1ccccc1	-1%	-1.0%	3%[38.3 µM]	-4%	-4%[46.1 µM]	2%	0%
C=CCNCC(=O)Nc1sc2c(c1C(=O)Nc1ccc(OC)cc1OC)CCC2	nt	3.9%	17%	-2%	-45%	0%	0%
COc1ccc(NC(=O)N[C@@H](CCSC)C(=O)O)cc1Cl	?	-0.7%	-12%[38.3 µM]	-4%	2%[46.1 µM]	-2%	16%
CN(C)S(=O)(=O)Oc1cccc(C(=O)Nc2ccc(Cl)c(Cl)c2)c1	?	-2.3%	19%[38.3 µM]	-4%	-29%[46.1 µM]	-3%	10%
COc1cccc2sc(N(CCCN(C)C)C(=O)C(c3ccccc3)c3ccccc3)nc12	?	-3.9%	12%	-1%	?	0%	-7%

# An excerpt from above in order of length of the SMILES, smallest number first.
SMILES	LMNA splice mod	Epigenetic reg	IMPase Li inh	aGal spleen mod	NPSR antag	Luc counter	CBFb-RUNX1 inh
NC(N)=NC(N)=Nc1cccc(Cl)c1	?	-0.2%&0.0%&6.4%&-2.2%	-6%&36%&12%	11%&6%&4%&-7%	7%[46.1 µM]	-3%&-4%	-3%
CC(=O)Oc1cc2oc(=O)cc(C)c2cc1OC(C)=O	?	4.6%	8%[38.3 µM]	?	0%[46.1 µM]	3%	-8%
CCn1ncc(CN2CCCC(C(=O)c3cccc(OC(C)C)c3)C2)c1C (stereo not given)	nt	1.3%	nt	-7%	1%	nt	1%
Cc1cccc(CC(Cc2nc3ccccc3[nH]2)c2nc3ccccc3[nH]2)c1 (stereo not given)	-13%	-3.4%	15%	-12%	-24%[46.1 µM]	2%	-13%
CCCCCCCC1=CC2=CC(=O)C(C)(OC(C)=O)C(=O)C2=CN1CCc1ccccc1 (stereo not given)	?	0.0%[10.1 µM]	11%	0%[17.5 µM]	-12%	-2%	14%[13.1 µM]
